# XIAP displacement: small molecules displacing peptide from XIAP – biochemical, IAP family, fluorescence polarization (AID 1018). displacement, % at 20 µM, or IC50 in µM where a hit was titrated. 200,000 compounds, 0.007% hits. XIAP BIR domain, fluorescence polarization peptide displacement; higher % means a stronger effect; in the data active = displacement above about 50%; also: a part of the inactive calls stands beside numbers as strong as those of hits
# TNAP activators: stimulation of alkaline phosphatase TNAP activity – biochemical, luminescent, no phosphate acceptor, uHTS, primary screen (AID 1001); purified TNAP, luminescent activation assay, no phosphate acceptor; higher activation fold means a stronger effect; one-dose activation fold at 20 µM; EC50 in µM for titrated hits; 200,000 compounds, 0.03% hits; in the data active = activation fold from about 3, or a potency from the dose series; inactive = the rest, 99 in 100 with activation fold below about 1.6; also: many of its hits are not listed in these tables
# human PMI inhibitors: human PMI inhibitors, high substrate, primary screen, biochemical, fluorescence intensity, high mannose 6-phosphate (AID 1220); recombinant PMI enzyme, coupled fluorescence intensity; higher % means a stronger effect; one-dose inhibition, % at 20 µM; IC50 in µM for titrated hits; 190,000 compounds, 0.66% hits
# PMI inhibitors: inhibitors of human PMI, primary screen, biochemical, fluorescence intensity, coupled assay (AID 1209). purified PMI enzyme, coupled fluorescence intensity; higher % means a stronger effect. inhibition, % at 20 µM; hits with a dose series show IC50 in µM. 190,000 compounds, 0.42% hits;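 also: plate controls were DMSO vehicle for no effect and wells lacking substrate for full effect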
# KOR beta-arrestin-1: kappa opioid receptor activators – cell-based, luminescence, uHTS, primary screen (AID 1777); KOR beta-arrestin recruitment, luminescence; higher % means a stronger effect; activation, % at 10 µM; hits with a dose series show EC50 in µM; 280,000 compounds, 0.02% hits; in the data active = activation above about 50%, passing the limit was not always enough; also: a part of the inactive calls stands beside numbers as strong as those of hits
# LYP inhibition: inhibitors of LYP phosphatase, biochemical, fluorescence intensity, uHTS (AID 1779); recombinant LYP phosphatase, fluorescence intensity; higher % means a stronger effect; one-dose inhibition, % at 11.5 µM; IC50 in µM for titrated hits; 290,000 compounds, 0.054% hits;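 also: plate controls were vehicle with enzyme for no effect and no enzyme for full effect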
# NOD2 inhibition: NOD2 signaling inhibitors, cell-based, luminescence, uHTS, HEK293 (AID 1566); inhibition, % at 4 µM; hits with a dose series show EC50 in µM; HEK293 NOD2/NF-kB luciferase reporter, luminescence; higher % means a stronger effect; 290,000 compounds, 0.63% hits; also: many of its hits are not listed in these tables
# KOR beta-arrestin-2: KOR antagonists, beta-arrestin recruitment, cell-based, luminescence, uHTS (AID 1778) | KOR beta-arrestin recruitment, luminescence, antagonist mode; higher % means a stronger effect | inhibition, % at 10 µM; hits with a dose series show IC50 in µM | 290,000 compounds, 0.091% hits; also: strong numbers were not always called active
# NOD1 inhibition: inhibition of NOD1-driven NF-kB reporter – cell-based, luminescence, uHTS, primary screen (AID 1578) | NOD1-driven NF-kB luciferase reporter cells, luminescence; higher % means a stronger effect | inhibition, % at 4 µM, or EC50 in µM where a hit was titrated | 290,000 compounds, 1% hits; in the data active = inhibition mostly above about 36%, no sharp cut-off; inactive = mostly below about 34%;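 also: HEK-293T reporter cells stimulated with the NOD1 agonist gamma-tri-DAP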
# The depositor's hits bear a star; · = not tested or not shown; [ ] = another dose, or the depositor's remark. Rule as the data show it, unless noted: active = inhibition above about 50%; inactive = the rest. This is a subset (hit frequency here may not be typical).
SMILES,XIAP displacement,TNAP activators,human PMI inhibitors,PMI inhibitors,KOR beta-arrestin-1,LYP inhibition,NOD2 inhibition,KOR beta-arrestin-2,NOD1 inhibition
CC(=O)c1ccccc1OC(=O)COc1ccc([N+](=O)[O-])cc1,·,·,·,·,-3.4%,-7%,-8%,0%[20 µM],-31%
Cc1nnc(NC(=O)C2CC(=O)N(C(C)c3ccccc3)C2)s1 (configuration not stated),·,·,·,·,-1.9%,-2%,7%,13%,-55%
COc1ccc(Br)cc1/C=C/C(=O)NC(=S)Nc1ccc(Cl)c(C(=O)O)c1,-9.2%,1.1,-4%,-6%,-3.9%,21%,-2%,-2%,-28%
CC(=O)Nc1ccc(NC(=O)COc2ccc(S(=O)(=O)N3CCCC3)cc2C)cc1,·,·,·,·,7.4%,-12%,0%,-22%,-8%
COc1cccc(N(CC(=O)NCCSCc2ccco2)S(=O)(=O)c2ccccc2)c1,·,·,·,·,4.0%,-3%,-10%,10%,-10%
O=C(NCc1cccnc1)c1ccccc1-c1nc(-c2ccccc2)no1,-6.6%,1,5%,-4%,23%,-10%,-3%,15%,2%
O=C(c1ccc(N2C(=O)c3ccccc3C2=O)cc1)N1CCCCC1,·,·,·,·,9.5%,1%,-7%,-11%,-13%
COC(=O)CN1C(=O)[C@H]2[C@@H](c3ccc(C)o3)N3C(=O)CN(CC4CC4)C(=O)[C@@]3(Cc3ccccc3)[C@H]2C1=O,·,·,·,·,0.2%,-14%,13%,-4%[20 µM],-10%
CNC(=O)C1CCC(=O)N1Cc1ccc(C)cc1 (configuration not stated),0.6%,1.2,5%,9%,-3.5%,0%,19%,12%,-10%
COC(C(=O)Nc1ccc(C(C)=O)cc1)c1ccccc1 (configuration not stated),-2.2%,1,-7%,-5%,-2.5%,-8%,-7%,-3%,-39%
CCOc1ccccc1NC(=O)N1C2CCCC1CC(NC(=O)C1CC1)C2 (configuration not stated),-8.1%,1.1,-8%,-4%,1.6%,-3%,16%,34%,-22%
COC(=O)CSc1nc2c(c(-c3ccc(O)cc3)c1C#N)CCCC2,-4.3%,1.1,13%,10%,-5.6%,-2%,34%,-31%[20 µM],-2%
O=C(CCNS(=O)(=O)c1ccc2[nH]c(=O)oc2c1)NCc1ccccc1,·,·,·,·,6.4%,-6%,0%,-12%,-27%
CN(C)c1ccc(Cl)cc1N,0.3%,1.7,53%*,0%,-8.2%,-5%,2%,-3%,-24%
O=C(NCCCN1CCOCC1)c1cc(C(=O)C2CC2)c[nH]1,-1.1%,1.1,4%,-5%,4.4%,1%,-7%,-20%,-2%
CC(=O)Nc1ccc(S(=O)(=O)N2CCSC2c2ccccc2Cl)cc1 (configuration not stated),-5.3%,1.1,2%,-12%,-6.8%,-8%,19%,0%,27%
Nc1ncnc(Sc2ccc(Cl)cc2)c1[N+](=O)[O-],·,1.1,3%,-2%,-1.2%,-5%,·,6%,·
Cc1c(Cl)cccc1NC(=S)NCCc1ccc(Cl)cc1,·,·,·,·,4.5%,-11%,-10%,7%,-41%
CN(C)/C=N/c1c(C#N)cnn1-c1ncnc2sc(-c3ccccc3)cc12,-1.6%,1.1,-2%,4%,1.5%,-4%,-25%,-25%,21%
CC(=O)Nc1ccc(S(=O)(=O)Nc2ccccc2N2CCOCC2)cc1Cl,·,·,·,·,1.7%,-12%,4%,-2%,-19%
COC(=O)C1=C(CS(=O)(=O)c2cc(Cl)ccc2OC)NC(=O)NC1c1ccc(O)c(OC)c1 (configuration not stated),·,·,·,·,-0.3%,-9%,0%,-44%,-12%
CCC(C)NC(=O)C1(O)c2ccccc2NC(=O)N1c1ccc(C)c(C)c1 (configuration not stated),·,·,·,·,-2.2%,-8%,3%,0%,-10%
CC(C)N=Cc1c(O)[nH]c2ccccc12,-6.5%,1,1%,4%,-1.6%,-4%,11%,-16%,8%
Cc1cc(=O)[nH]c(SCC(=O)Nc2ccc(Br)cc2)c1C#N,-1.8%,1.1,-8%,0%,-6.1%,-12%,17%,17%,67%*
COC(=O)c1[nH]c2ccc(C)cc2c1NC(=O)CN1CCCc2ccccc21,-6.5%,1,-64%,-26%,-2.4%,-5%,4%,-100%,-44%
CS(=O)(=O)N(CC(=O)N1CCCC1)c1ccccc1Br,·,·,·,·,-0.8%,-9%,9%,-22%[20 µM],-25%
Cc1ccc(OCC(=O)N/N=C/c2ccccc2)c([N+](=O)[O-])c1,-5.4%,1.1,5%,2%,-0.2%,1%,7%,23%,-30%
O=C(O)CSc1cnc2ccccc2n1,-2.1%,1.2,-16%,-12%,-6.1%,-9%,-6%,-2%,15%
CC1CN(c2cc3nccnc3cc2F)CC(C)O1 (configuration not stated),-0.9%,1.1,9%,13%,-3.5%,-2%,16%,13%,-2%
COc1ccc(S(=O)(=O)Oc2cc(C(=S)N3CCOCC3)ccc2OC)cc1,·,·,·,·,-0.8%,-6%,10%,-19%,-7%
O=C(Nc1nc2ccc(S(=O)(=O)N3CCCC3)cc2s1)C1CCCO1 (configuration not stated),6.9%,1.1,3%,5%,-1.4%,0%,6%,7%,-10%
O=C(NC(=S)Nc1ccccn1)c1cccc([N+](=O)[O-])c1,·,·,·,·,0.2%,0%,21%,2%,-1%
COc1cccc(Nc2nnc(Cc3cccnc3)c3ccccc23)c1,·,·,·,·,-3.1%,-5%,16%,17%,-8%
Cc1cc(N2C(=O)C(O)=C(C(=O)c3ccco3)C2c2cccnc2)no1 (configuration not stated),1.8%,1.1,0%,0%,-3.8%,-8%,9%,3%,-8%
CCCCCn1c(=O)[nH]c2cc(C(=O)NCCCN3CCCCC3)ccc2c1=O,-8.2%,1,-5%,-9%,4.7%,-3%,3%,-34%,-43%
O=C1CCCC(O)=C1N=Nc1cccc(S(=O)(=O)N2CCOCC2)c1,·,·,·,·,2.1%,6%,13%,20%,-11%
O=C(Nc1ccc(Cl)c(Cl)c1)Nc1ccccn1,·,·,·,·,-2.2%,-7%,-70%,-11%,-7%
Cc1ccc(-c2cn(-c3ccccc3F)c(=S)[nH]2)cc1,·,·,·,·,0.9%,-5%,-157%,3%,-6%
CC(/C=C1\SC(=S)N(C(C(=O)O)C(C)C)C1=O)=C\c1ccccc1 (configuration not stated),-17%,1.1,2%,0%,2.6%,-3%,-36%,-33%,0%
O=C(O)/C(=C\c1cccc([N+](=O)[O-])c1)c1ccc(S(=O)(=O)N2CCCCC2)s1,·,·,·,·,-3.7%,-3%,-25%,15%,8%
CC1(C)CC(=O)C2=C(C1)c1c(ccc3ccccc13)NC2c1ccc(OCC(=O)O)cc1 (configuration not stated),·,·,·,·,-0.2%,-20%,6%,-77%[20 µM],-31%
Cc1nc2ccc(Br)cn2c(=O)c1Cl,-3.2%,0.9,2%,-3%,-1.0%,-3%,8%,10%,-7%
O=C(O)COc1ccc(/C=N/Nc2nc(Nc3ccccc3)nc(N3CCCCC3)n2)cc1,-8.2%,1.2,-7%,-12%,-0.3%,5%,10%,14%,-31%
CCOc1cccc2c1OC1(C)CC2NC(=O)N1c1cccc(C(=O)N2CCN(c3ccccn3)CC2)c1 (configuration not stated),·,·,·,·,-0.4%,-11%,8%,-13%,76%*
CCCn1cnc2cc(NCc3ccc(Br)cc3)ccc21,·,·,·,·,2.5%,-8%,-41%,10%,-7%
COc1ccc(CNC(=O)CSc2nnc3c(n2)[nH]c2ccc(OC)cc23)cc1,·,·,·,·,-1.8%,-4%,5%,9%,22%
O=C(NCCN1CCCCC1)Nc1ccc(Br)cc1,·,·,·,·,-3.8%,-9%,7%,-20%[20 µM],4%
Cc1c(-c2ccc(Cl)cc2)oc(=O)c2c(N)n(-c3ccccc3)nc12,-6.0%,1.1,-5%,11%,3.2%,-7%,-6%,-456%,6%

# Compounds listed so far that have fluorine (two):
SMILES,XIAP displacement,TNAP activators,human PMI inhibitors,PMI inhibitors,KOR beta-arrestin-1,LYP inhibition,NOD2 inhibition,KOR beta-arrestin-2,NOD1 inhibition
CC1CN(c2cc3nccnc3cc2F)CC(C)O1 (configuration not stated),-0.9%,1.1,9%,13%,-3.5%,-2%,16%,13%,-2%
Cc1ccc(-c2cn(-c3ccccc3F)c(=S)[nH]2)cc1,·,·,·,·,0.9%,-5%,-157%,3%,-6%

# Other records follow:
SMILES,XIAP displacement,TNAP activators,human PMI inhibitors,PMI inhibitors,KOR beta-arrestin-1,LYP inhibition,NOD2 inhibition,KOR beta-arrestin-2,NOD1 inhibition
O=C(Nc1ccc(Cl)cn1)Nc1ccccc1Cl,-4.5%,1,-10%,-2%,2.6%,-4%,8%,27%,-10%
COc1ccc(C2Nc3cccc4cccc(c34)N2)cc1,-1.8%,1.1,49%,19%,·,-5%,-42%,-31%[20 µM],-35%
COC(=O)c1[nH]c2ccccc2c1NC(=O)CN1CCN(C/C=C/c2ccccc2)CC1,-1.5%,1.1,0%,-2%,-3.1%,-8%,2%,7%,0%
Cc1ccc(NC(=O)c2c(C)nc3ccccn23)cc1C,-8.8%,1.1,-3%,-17%,5.4%,1%,-89%,-32%,-47%
COc1ccc(C(=O)Nc2nc(C)cc(C)n2)cc1[N+](=O)[O-],0.0%,1.1,0%,-3%,4.7%,-8%,6%,6%,-19%
Cc1c(C(=O)NCCN2C(=O)S/C(=C\c3cccnc3)C2=O)cccc1[N+](=O)[O-],·,·,·,·,1.3%,2%,18%,20%,2%
O=C(Nc1ccccc1)NC1(C(=O)N2CCC(O)CC2)CCCCC1,·,·,·,·,4.2%,-11%,-12%,-31%,-22%
O=[N+]([O-])c1cc(S(=O)(=O)CCCN2CCOCC2)ccc1F,-8.6%,1,8%,3%,·,-7%,-5%,1%[20 µM],-17%
COc1ccc(OC)c(S(=O)(=O)N2CCC(C(=O)NCc3ccccc3OC)CC2)c1,-1.6%,1.1,4%,4%,1.4%,2%,-4%,-32%,26%
COc1cc(NC(=O)CN2CCC(Cc3ccccc3)CC2)c(C)cc1[N+](=O)[O-],-6.6%,1.1,6%,8%,4.8%,-3%,6%,-3%,-25%
CC(=O)Nc1ccc2c(c1)nc(CCN1CCOCC1)n2C,1.3%,1.1,10%,-5%,-1.7%,-2%,-1%,-14%,-12%
O=C(NCc1ccncc1)c1nnc(Cc2c(F)cccc2Cl)o1,-4.8%,1.1,-1%,0%,-2.4%,-9%,11%,-4%,25%
S=C(Nc1ccccc1Cl)N1CCCC1,-7.9%,1.1,14%,6%,-2.9%,1%,-4%,-12%,-48%
Cc1nc2ccc(S(=O)(=O)NC(C(=O)NCc3cccs3)C(C)C)cc2s1 (configuration not stated),-4.2%,1.1,2%,5%,-1.7%,-11%,5%,-45%,0%
CCOC(=O)N1CCN(S(=O)(=O)/C=C/c2ccccc2)CC1,-1.5%,1.1,8%,2%,-5.7%,-13%,13%,-23%,9%
COc1cc(CNc2ccc3[nH]c(=O)[nH]c3c2)cc(Br)c1OCC(=O)NC(C)(C)C,-5.7%,1,27%,30%,0.3%,-1%,28%,-17%,56%
O=C(CN1C(=O)c2ccccc2C1=O)Nc1ccccc1C(=O)N1CCCC1,-1.0%,1.1,3%,6%,-2.1%,-3%,7%,10%,25%

# High-throughput results as filed in PubChem.
